GAA inh: qHTS Assay for Inhibitors of Human alpha-Glucosidase as a Potential Chaperone Treatment of Pompe Disease. purified human GAA, 4-MU-alpha-glucoside fluorescence. Lysosomal alpha-glucosidase (Homo sapiens), P10253. hit rate 0.005% among 200,000. AID 1466, 2008. Potency, µM (titrated, usually from 76.9 µM), inactives show at the highest dose activity change, negative = inhibition, usual class: inhibitors;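 note: plate controls were uninhibited enzyme wells for no effect and no-enzyme background for full effect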
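Endpoint fluorogenic read: 20 min room-temperature reaction of 4 nM human alpha-glucosidase with 400 uM 4-methylumbelliferyl-alpha-D-pyranoside, pH 5.0, quenched with 1M NaOH/1M glycine pH 10. AC50 from Hill modeling.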
TexasRed fluor: Total Fluorescence Counterscreen for Inhibitors of the Interaction of Thyroid Hormone Receptor and Steroid Receptor Coregulator 2; TRb/SRC2 Texas Red total fluorescence interference; Potency, µM (series often up to 106 µM), for the others: top-dose fluorescence change, negative = quenching; hit rate 0.29% among 280,000; AID 1479, 2009; active = well fitted curve in either direction with a large enough effect; inconclusive = small, poorly fitted or top-dose-only effect
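Human TRβ ligand-binding domain (0.6 uM) and Texas Red SRC2 peptide (20 nM) in Tris buffer with 1 uM T3 and 5% DMSO were incubated with pinned compound for 5 hr at ambient temperature. Total fluorescence was computed as S + 2P (555/632 nm).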
RGS12 GoLoco inh: qHTS Assay for Inhibitors of RGS12 GoLoco Motif Activity (Red Fluorophore) | hit rate 0.44% among 230,000 | Gai1:RGS12 GoLoco peptide FP, rhodamine, 10 min | Potency, µM (doses to about 61.6 µM), without a hit: top-dose activity, negative = inhibition, most hits filed as inhibitors | Guanine nucleotide-binding protein G(i) subunit alpha-1 (Homo sapiens), P63096; active = well fitted inhibition curve with a large enough effect, not every such curve was filed as active; inactive = no such curve, though single readings can be large or run the other way; note: nearly all actives have a fitted effect of over 30% in size; many of its hits are not listed in these tables
Target sequence (P63096 whole entry, looked up): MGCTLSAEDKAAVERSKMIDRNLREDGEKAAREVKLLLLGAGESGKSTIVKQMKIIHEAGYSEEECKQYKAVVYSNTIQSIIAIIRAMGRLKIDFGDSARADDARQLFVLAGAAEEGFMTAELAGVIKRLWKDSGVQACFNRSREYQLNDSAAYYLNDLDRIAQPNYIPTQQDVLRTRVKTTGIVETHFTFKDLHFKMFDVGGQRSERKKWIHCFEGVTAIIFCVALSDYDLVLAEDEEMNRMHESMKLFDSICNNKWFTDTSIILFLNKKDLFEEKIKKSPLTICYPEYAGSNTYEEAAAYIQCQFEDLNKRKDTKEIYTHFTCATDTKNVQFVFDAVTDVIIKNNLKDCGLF
TRb SRC2 PPI: qHTS for Inhibitors of the Interaction of Thyroid Hormone Receptor and Steroid Receptor Coregulator 2 | Thyroid hormone receptor beta (Homo sapiens), P10828 | TRbeta-SRC2 peptide binding, fluorescence polarization; receptor liganded with 1 µM T3 | Potency, µM (titrated, usually from 106 µM), without a hit: top-dose activity change, negative = inhibition, most hits filed as inhibitors | hit rate 0.065% among 280,000 | AID 1469, 2008;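 note: plate controls were bound peptide for no effect and peptide without receptor for full effect; nearly all actives have a fitted effect of over 50% in size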
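A fluorescence polarization screen tested compounds at multiple concentrations against complex formation between 0.6 uM TRb ligand-binding domain and 20 nM Texas Red SRC2 peptide, with 1 uM T3 present; readout after 5 hr.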
L3MBTL1 inh: qHTS Assay for the Inhibitors of L3MBTL1 | hit rate 0.66% among 230,000 | AID 485360, 2010 | Lethal(3)malignant brain tumor-like protein 1 (Homo sapiens), Q9Y468 | AlphaScreen L3MBTL1–H3K9me1 peptide binding | Potency, µM (top dose mostly 57.1 µM), inactives show top-dose activity, negative = inhibition, actives largely listed as inhibitors; note: nearly all actives have a fitted effect of over 60% in size
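L3MBTL1 (50 nM) pre-complexed 30 min with biotinylated H3(1-15)K9me1 peptide (75 nM), then compounds added for 30 min at room temperature; AlphaScreen streptavidin donor/nickel chelate acceptor beads (10 ug/mL final) read after 30 min dark incubation.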
RECQ1 helicase: qHTS Assay for Inhibitors of RecQ-Like Dna Helicase 1 (RECQ1); ATP-dependent DNA helicase Q1 (Homo sapiens), P46063; RECQ1 DNA unwinding, red fluorescence kinetic read; Potency, µM (highest dose often 57.3 µM), for inactives: at the highest dose activity, negative = inhibition, actives largely listed as inhibitors; hit rate 0.54% among 240,000;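 note: plate controls were vehicle for no effect and no enzyme for full effect; nearly all actives have a fitted effect of over 30% in size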
Target sequence (P46063 whole entry, looked up): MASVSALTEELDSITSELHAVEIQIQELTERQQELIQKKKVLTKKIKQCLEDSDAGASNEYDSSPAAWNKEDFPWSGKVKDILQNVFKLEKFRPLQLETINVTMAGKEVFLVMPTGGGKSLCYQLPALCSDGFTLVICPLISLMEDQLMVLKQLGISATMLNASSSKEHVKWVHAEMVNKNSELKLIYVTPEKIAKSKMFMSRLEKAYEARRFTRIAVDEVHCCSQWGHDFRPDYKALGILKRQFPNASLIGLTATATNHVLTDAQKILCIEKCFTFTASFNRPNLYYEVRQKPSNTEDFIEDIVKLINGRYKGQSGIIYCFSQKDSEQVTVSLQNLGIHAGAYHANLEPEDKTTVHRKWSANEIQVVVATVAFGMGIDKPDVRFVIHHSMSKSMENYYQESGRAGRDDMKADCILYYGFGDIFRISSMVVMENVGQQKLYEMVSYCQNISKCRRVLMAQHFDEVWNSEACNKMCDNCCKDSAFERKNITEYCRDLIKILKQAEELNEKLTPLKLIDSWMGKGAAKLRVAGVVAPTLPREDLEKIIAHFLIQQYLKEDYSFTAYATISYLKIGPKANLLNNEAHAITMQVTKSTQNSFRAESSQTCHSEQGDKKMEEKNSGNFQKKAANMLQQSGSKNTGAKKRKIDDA
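RECQ1T1 50 nM; forked duplex (20 bp + 30-nt ss tails) 200 nM, ATP 2 mM final; pH 8.0, 2 mM MgCl2, 2.5 ug/ml poly(dI-dC); 15 min compound preincubation; discontinuous kinetic read over 2 h at RT.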
GAA glycogen: qHTS Assay for Inhibitors and Activators of Human alpha-Glucosidase Cleavage of Glycogen; recombinant GAA, glycogen substrate, Amplex Red glucose oxidase fluorescence; Potency, µM (titrated, usually from 76.4 µM), for the others: at the top dose activity change, negative = inhibition, hits mostly inhibitors; hit rate 0.38% among 300,000; AID 2100, 2009;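 note: 0% = full enzyme reaction and -100% = no-enzyme basal signal; the screen sought inhibitors and activators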
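qHTS, 1536-well; enzyme 4 nM final; cpd up to 77 uM; substrate bovine liver glycogen 30 ug; 50 mM citrate/phosphate pH 5.0, 0.01% Tween-20; 37 C, 40 min; Amplex Red detection 45 min RT; Hill fit → AC50.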
GAA spleen mod: qHTS Assay for Inhibitors and Activators of Human alpha-Glucosidase From Spleen Homogenate | Lysosomal alpha-glucosidase (Homo sapiens), P10253 | AID 2112, 2009 | Potency, µM (top dose mostly 79.9 µM), without a hit: at the highest dose activity change, negative = inhibition, actives largely listed as inhibitors | human spleen homogenate, 4-MU-alpha-glucoside fluorescence | hit rate 0.006% among 240,000;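 note: 0% = enzyme with vehicle and -100% = no enzyme basal signal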
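AC50 values come from Hill-equation fits of concentration-response data, normalized to no-enzyme and full-activity controls. Enzyme source: 1 ug human spleen homogenate; 1 mM fluorogenic 4-MU glucoside, pH 5.0 citrate buffer, 37 C, 40 min.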
* marks the source's active call; other numbers are inactive results; i = inactive; ? = inconclusive; . = no result given; & = joins results of further samples; [ ] = dose if it differs, or a comment. Unless noted, calls come from the whole dose curve; as a rule, active = well fitted curve in the direction sought with a large enough effect; inconclusive = small, poorly fitted or top-dose-only effect, or another doubt; inactive = no such curve, though single readings can be large; an effect the other way counts as inactive or inconclusive. Unless noted, % is set by controls: 0 for no effect and ±100 for the full control effect; potency is the fitted concentration of half-maximal effect. These rows are one share of the data, so the mix of outcomes need not match the whole.

SMILES	GAA inh	TexasRed fluor	RGS12 GoLoco inh	TRb SRC2 PPI	L3MBTL1 inh	RECQ1 helicase	GAA glycogen	GAA spleen mod
CC1(C)CC(c2nc(-c3ccc(Cl)cc3)cs2)CCS1 (stereo not drawn)	?	2%	-17%	-3%	25%	i	-9%	-12%
NC(=O)C1CCN(C(=O)CCSc2ccc(Cl)cc2)CC1	8%	-2%	-14%	2%	?	i	-7%	0%
CC(=O)Oc1ccc2ccccc2c1C(NC(=O)Cc1ccccc1)c1ccccc1Cl (stereo not drawn)	-5%	5%	7%	-3%	2%	i	-8%	0%
CCOC(=O)C(NC(=O)c1ccc(Cl)cc1Cl)(Nc1ccc(C)cc1)C(F)(F)F (stereo not drawn)	-1%	2%	3%	7%	18%	i	0%	-10%
CC1=C(C(=O)OC(C)C)C(c2cccs2)n2ncnc2N1 (stereo not drawn)	-3%	1%	19%	-2%	.	1%	?	6%
Cc1cc(-c2ccccc2)nc2oc(C(=O)NN)c(N)c12	.	-2%	3%	-5%	-8%	i	?	-2%
CCOC(=O)c1c(-c2ccc(OC)cc2)csc1NC(=O)CNCc1ccco1	-2%	-2%	24%	4%	-6%	-3%	-5%	0%
O=C(Cn1cncn1)NCc1cccc(OC(F)F)c1	2%	-4%	1%	2%	0%	-4%	0%	9%
S=c1[nH]nc(-c2ccc(Cl)cc2Cl)n1Cc1ccccc1	?	0%	16%	0%	-7%	1%	?	-12%
c1ccc2c(c1)CCN(c1nc3cc4c(cc3s1)OCCO4)C2	-10%	1%	.	2%	-16%	i	2%	1%
CC1CCN(S(=O)(=O)c2cccc(-c3nnc(-c4cccnc4)o3)c2)CC1	-11%	1%	1%	-4%	.	-4%	-9%	0%
Cn1c(NCc2c[nH]c3ccccc23)nc2ccccc21	-7%	-4%	-3%	3%	-7%	-13%	1%	-7%
CCOC(=O)c1ccccc1NC(=O)c1ccc(F)cc1	-1%[15.4 µM]	-1%	8%	3%	.	12%	3%	-8%
COC(=O)NNC(=O)COc1ccc2ccccc2c1Br	1%	0%[53 µM]	26%	-5%[53 µM]	3%	-1%	-2%	2%
C/C(=N\Nc1cccc(C(F)(F)F)c1)c1ccc(O)cc1	5%	-1%	8%	7%	-16%	i	0%	-1%
Nc1ccccc1C(=O)N/N=C1\C2CN3CCN(C2)CC1(c1ccccc1)C3	3%	-2%	8%	-5%	-3%	2%	1%	1%
Cc1ccc(SCCN2C(=O)NC(C)(C)C2=O)cc1	-7%	-5%	10%	0%	2%	-10%	0%	-2%
COc1ccc(NC(=S)NNC(=O)c2ccccc2OC(F)F)cc1	-7%	-1%	5%	2%	.	i	?	1%
COc1cccc(CNC(C)C(=O)Nc2ccc3c(c2)OCCO3)c1 (stereo not drawn)	4%	-2%	-3%	-1%	.	2%	-14%	9%
CCn1c(SCC(=O)N2CCCC2)nc2c1c(=O)n(C)c(=O)n2C	-2%	-3%	16%	-6%	-1%	-7%	-3%	6%
O=S(=O)(N/N=C/c1cccnc1)c1ccc(Cl)c(Cl)c1	.	-1%	14%	4%	-3%	i	6%	-7%
Cc1cn([C@@H]2C[C@H](N=[N+]=N)[C@H](CO)O2)c(=O)[nH]c1=O	.	-4%[53 µM]	7%[21.6 µM]	-1%[53 µM]	.	-7%[25.9 µM]	.	-12%[29.1 µM]
COc1cccc2cc(-c3nnc(-c4ccccc4)o3)c(=O)oc12	1%	1%	18%	-11%	7%	i	-5%	-11%
Cc1nc(-c2ccccc2)nc2[nH]ccc(=O)c12	0%	1%	13%	-12%	.	-4%	-1%	-8%
COC(=O)Cc1ccc(N(Cc2ccccc2F)S(=O)(=O)c2ccc(Cl)cc2)cc1	-3%	2%	-14%	-3%	27%	-13%	-7%	-2%
Cc1ccc(CNC(=O)CCCOc2cc(=O)n(C)c3ccccc23)o1	-12%	2%	-19%	4%	-6%	-6%	2%	-4%
CC(NC(=O)C1CC=CCC1C(=O)O)C1CC2CCC1C2 (stereo not drawn)	2%	0%	5%	6%	-3%[11.4 µM]	-1%	-4%	-6%
CCN(CC)c1c([N+](=O)[O-])c(=O)n(C)c2ccccc12	-1%	-2%	6%	-6%	.	i	-28%	0%
O=C(/C=C/c1cccc(Cl)c1)Nc1ncccn1	8%	0%	0%	-1%	1%	-4%	6%	-4%
O=C(CSc1nc2c(cnn2-c2ccccc2)c(=O)[nH]1)N1CCOCC1	4%	3%	4%	4%	4%	i	7%	6%
c1ccc(N2CCN(Cc3cnc(N4CCOCC4)s3)CC2)cc1	?	-4%	-4%	0%	-4%	-5%	2%	-3%
CC(C)NC(=O)c1n[nH]c(=O)c2ccccc12	3%	-1%	3%	-8%	-4%	16%	0%	-11%
Cc1ccc(CNS(=O)(=O)c2cc3c(cc2C)N(C)CCO3)cc1	.	-13%	.	1%	-24%	.	-10%&5%[76.3 µM]	.
CCNc1nc(NCC)nc(N/N=C(\C)c2ccc(OC)cc2)n1	-5%	0%	6%	-2%	?	1%	?	-17%
COC(=O)c1cc(C(=O)OC)cc(N2C(=O)CC(Sc3nc(C)cc(C)n3)C2=O)c1 (stereo not drawn)	-1%	0%	6%	-15%	-2%	-16%	-1%	-12%
CN(C)CCCn1c(SCC(=O)N2c3ccccc3Sc3ccccc32)nc2ccccc2c1=O	-2%	4%	.	2%	-5%	-1%	0%	4%
O=C1C=CC(=O)C2=C1C1c3ccccc3C2c2ccccc21	.	-1%	18µM*	-3%	.	-18%	.	-4%
Nc1nc(CN2CCN(c3ccc(F)cc3)CC2)nc(N2CCCc3ccccc32)n1	-8%	-1%	6%	-1%	-17%	1%	-1%	-2%
COc1ccc(C(=O)N/C(=C\c2ccco2)C(=O)NCCCn2ccnc2)cc1	1%	-2%	-7%	6%	-17%	-12%	-1%	-6%
Cc1[nH][nH]c(=O)c1C(c1ccc(-c2ccc(C(=O)O)cc2)o1)c1c(C)[nH][nH]c1=O	2%	-5%	-15%	-27%	?	11µM*	?	-4%
CC(C)(C)c1cccc(C2(O)C(=O)c3ccccc3C2=O)c1O	.	-3%	15%	-3%	-5%	i	-9%	-5%
COc1cccc(NC(=O)C2CCCN(S(=O)(=O)c3cccc4nonc34)C2)c1 (stereo not drawn)	0%	0%&11%	9%	-2%&-5%	.	-2%	3%	11%
O=C(COc1cccnc1[N+](=O)[O-])N1CCc2ccccc2C1	-3%	-3%	9%	-3%	10%	i	7%	.
C=C(CO)C1Cc2cc(C(C)=O)ccc2O1 (stereo not drawn)	.	-4%	-2%	-3%	.	?	-2%	-5%
O=S(=O)(C/C(=C/CO)S(=O)(=O)c1ccccc1)c1ccccc1	3%	0%	-6%	-14%	1%	-8%	4%	-3%
CC1CCN(C(=O)CN(CCc2ccccc2)S(C)(=O)=O)CC1	-5%	0%	-4%	-1%	8%	-2%	2%	6%
Cc1cnc(C(=O)OCC(=O)Nc2cccc(Cl)c2)cn1	?	-3%	7%	3%	1%	-5%	15%	-9%
COc1ccc(/C=C/C(=O)N2CCCC2)cc1OC	-1%	0%	-15%	-2%	.	-17%	5%	-3%

Nine consecutive records from above, for reference:
SMILES	GAA inh	TexasRed fluor	RGS12 GoLoco inh	TRb SRC2 PPI	L3MBTL1 inh	RECQ1 helicase	GAA glycogen	GAA spleen mod
c1ccc(N2CCN(Cc3cnc(N4CCOCC4)s3)CC2)cc1	?	-4%	-4%	0%	-4%	-5%	2%	-3%
CC(C)NC(=O)c1n[nH]c(=O)c2ccccc12	3%	-1%	3%	-8%	-4%	16%	0%	-11%
Cc1ccc(CNS(=O)(=O)c2cc3c(cc2C)N(C)CCO3)cc1	.	-13%	.	1%	-24%	.	-10%&5%[76.3 µM]	.
CCNc1nc(NCC)nc(N/N=C(\C)c2ccc(OC)cc2)n1	-5%	0%	6%	-2%	?	1%	?	-17%
COC(=O)c1cc(C(=O)OC)cc(N2C(=O)CC(Sc3nc(C)cc(C)n3)C2=O)c1 (stereo not drawn)	-1%	0%	6%	-15%	-2%	-16%	-1%	-12%
CN(C)CCCn1c(SCC(=O)N2c3ccccc3Sc3ccccc32)nc2ccccc2c1=O	-2%	4%	.	2%	-5%	-1%	0%	4%
O=C1C=CC(=O)C2=C1C1c3ccccc3C2c2ccccc21	.	-1%	18µM*	-3%	.	-18%	.	-4%
Nc1nc(CN2CCN(c3ccc(F)cc3)CC2)nc(N2CCCc3ccccc32)n1	-8%	-1%	6%	-1%	-17%	1%	-1%	-2%
COc1ccc(C(=O)N/C(=C\c2ccco2)C(=O)NCCCn2ccnc2)cc1	1%	-2%	-7%	6%	-17%	-12%	-1%	-6%

Screening results from PubChem BioAssay.
